A549 tox – Nrf2 qHTS screen for inhibitors: counterscreen for cytotoxicity | AID 504648, 2011 | hit rate 0.16% among 390,000 | Potency, µM (top dose mostly 46 µM), for inactives: at the highest dose activity change, negative = cytotoxicity, actives largely listed as inhibitors | A549 ARE-Fluc cells, CellTiter-Fluor viability, 18-24 h; further: potency means the concentration at half of the fitted maximal effect; on the % scale 0 is the no-effect control and ±100 the full control effect
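A549 ARE_Fluc cells in 5% FBS OPTI-MEM were exposed to compounds in concentration-response for 18-24 h at 37 deg C. Viability was read by CellTiter-Fluor fluorescence (Ex 405/Em 525) after 30 min, before the luciferase read.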
Nrf2 block – Nrf2 qHTS screen for inhibitors. A549 ARE-Fluc reporter, luciferase luminescence, 18-24 h. hit rate 2.1% among 360,000. Potency, µM (doses to about 46 µM), without a hit: at the highest dose activity change, negative = inhibition, usual class: inhibitors; further: potency means the concentration at half of the fitted maximal effect; on the % scale 0 is the no-effect control and ±100 the full control effect; nearly all actives have a fitted effect of over 60% in size
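Concentration-response testing used A549 ARE_Fluc cells at 5000 cells/well. Following an 18-24 h compound incubation, viability was read by fluorescence (Ex 405/Em 525) and luciferase output by luminescence.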
pAkt inh – HTS Assay for Inhibitors of Akt Phophorylation: Primary Screen | hit rate 0.32% among 360,000 | activity change, % for hits at 50 µM | Neuro2A IGF-stimulated pAkt S473 HTRF, 20 min; stronger effect = lower value | AID 651550, 2012; in the data active means activity change below about -80%; inconclusive means mostly about -51% to -80%; further: on the % scale 0 is the no-effect control and ±100 the full control effect
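Neuro2A cells in DMEM with 0.5% FBS, overnight at 37 deg C, given compound at single 50 µM final, then IGF (6 nM final) for 20 min at 37 deg C. Lysed; phospho-Akt Ser473 by HTRF after 24 h, 665/615 ratio.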
Abeta rescue – qHTS for compounds that reverse cellular toxicity of Amyloid beta (A-beta) peptide in yeast: Primary Screen | hit rate 0.063% among 410,000 | Potency, µM (titrated, usually from 46.1 µM), without a hit: at the highest dose growth rescue, actives largely listed as activators | AID 1347071, 2019 | yeast expressing A-beta42, growth rescue, OD600, 48 h; response scale: 0% DMSO, 100% iron-clioquinol control; further: potency means the concentration at half of the fitted maximal effect; nearly all actives have a fitted effect of over 55% in size
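Yeast A-beta toxicity model in growth medium with pinned compounds, 48 h at 30 C; growth read as absorbance at 600 nm. Normalized to FeCl3/clioquinol equimolar mix (positive) and DMSO (negative).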
Nrf2 ARE act – qHTS of Nrf2 Activators; AREc32 ARE-luciferase reporter (MCF7-derived line), luminescence, 24 h; Potency, µM (titrated, usually from 46.1 µM), for inactives: at the top dose activation, usual class: activators; hit rate 0.31% among 410,000; AID 624171, 2012; further: potency means the concentration at half of the fitted maximal effect; % of control where 0% means no effect; nearly all actives have a fitted effect of over 65% in size
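Luminescent ARE reporter assay in AREc32_Fluc cells: overnight plating at 37 deg C, 24 hr compound incubation, Steady-Glo added, 30 min RT before reading.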
TGFb SMAD3 inh – qHTS for Inhibitors of TGF-b; HepG2 CAGA-GFP TGF-b/SMAD3 reporter, GFP fluorescence, 18 h; TGF-beta stimulated, 500 pg/mL final; Potency, µM (top dose mostly 46.1 µM), inactives show top-dose activity, negative = inhibition, usual class: inhibitors; hit rate 1.2% among 410,000; further: potency means the concentration at half of the fitted maximal effect; on the % scale 0 is the no-effect control and ±100 the full control effect; nearly all actives have a fitted effect of over 65% in size
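Smad-responsive CAGA-GFP expression was quantified in HEPG2 cells exposed to compounds and 500 pg/mL final TGF-beta for 18 h at 37 degrees C; unstimulated wells defined full inhibition.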
CCT chaperon mod – High-Throughput Screening for Modulators of Cytosolic Chaperonin Activity | purified chaperonin ATPase assay, HTRF ADP detection, 30 min | activity change, % (no concentration beside the values), hits read low | hit rate 0.3% among 360,000 | AID 651819, 2012; in the data active means activity change below about -30%; further: on the % scale 0 is the no-effect control and ±100 the full control effect
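ATPase activity: ADP formed was measured by HTRF Transcreener (665/615 nm ratio) after 30 min at 37 deg C with 10 uM ATP. Compounds screened at one 76 uM concentration against 40 or 20 nM TRiC in Tris pH 7.4/KCl/MgCl2/DTT buffer.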
MmCpn inh – Inhibitors of TCP-1 ring complex (TRiC) of Methanococcus maripaludis (MmCpn): qHTS; Chaperonin Mm-Cpn (Methanococcus maripaludis); purified Mm-Cpn ATPase, ADP Transcreener TR-FRET; Potency, µM (highest dose often 76.9 µM), for the others: at the highest dose activity, negative = inhibition, hits mostly inhibitors; hit rate 0.031% among 330,000; further: potency means the concentration at half of the fitted maximal effect; on the % scale 0 is the no-effect control and ±100 the full control effect; nearly all actives have a fitted effect of over 80% in size
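Reaction buffer contained 30 mM Tris pH 7.4, 100 mM KCl, 5 mM MgCl2 and 1 mM DTT. Mm-CPN (25 nM final) hydrolysed 10 uM ATP over 30 min at 37°C; ADP was read by HTRF.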
HepG2 tox – qHTS for Inhibitors of TGF-b: Cytotox Counterscreen; HepG2 CAGA-GFP viability, ATP luminescence, 18 h; Potency, µM (doses to about 46.1 µM), inactives show at the highest dose activity change, negative = cytotoxicity, most hits filed as cytotoxic; hit rate 0.76% among 410,000; further: potency means the concentration at half of the fitted maximal effect; some results filed as inactive show a strong effect at the top dose
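HepG2 CAGA-GFP cells (1000/well, DMEM with 1% FBS) received compound, then TGF-beta at 500 pg/mL final, and were incubated 18 hours at 37 degrees C. Viability was read by CellTiter-Glo luminescence. Media-only wells were set as complete cell-killing and DMSO as no toxicity.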
An asterisk follows results filed as active; i = inactive; ? = inconclusive; . = no result given; [ ] = another dose, or the depositor's remark. Unless noted, the call rests on the fitted dose curve; in most records, active means well fitted curve in the direction sought with a large enough effect; inconclusive means small, poorly fitted or top-dose-only effect, or another doubt; inactive means no such curve, though single readings can be large; an effect the other way counts as inactive or inconclusive.

SMILES | A549 tox | Nrf2 block | pAkt inh | Abeta rescue | Nrf2 ARE act | TGFb SMAD3 inh | CCT chaperon mod | MmCpn inh | HepG2 tox
Cc1ccc(-c2cc(C(F)F)n3ncc(C(=O)Nc4cn(C)nc4C)c3n2)cc1 | 6.8% | -23.0% | i | -0.6% | -0.9% | -0.7% | -0.3 | -3.0% | -3.3%
O=C(COc1ccccc1O)Nc1ccccc1Cl | -1.3% | ? | i | 2.7% | ? | 6.4% | -2.2 | 0.5% | -14.8%
COc1ccc(C2C(CN3CCOCC3)C(=O)N2c2ccccc2)cc1 (stereo unspecified) | -0.7% | 2.2% | i | -13.5% | -0.4% | 0.4% | -3.1 | -3.9% | -15.0%
Cc1cc(C)n(-c2nc3cc(Cl)ccc3nc2Nc2ccc(CC(=O)O)cc2)n1 | -3.6% | 15.1% | . | -5.9% | -0.6% | -1.1% | . | . | -1.0%
CC1CCN(S(=O)(=O)c2ccc3c(c2)N(CC(=O)NCc2ccccc2Cl)C(=O)CO3)CC1 | -9.5% | 19.2% | . | -18.9% | -0.3% | -6.2% | . | . | -9.2%
Cc1cc(N=CC2=C(O)CC(C)(C)CC2=O)no1 | -6.6% | 3.6% | i | -20.9% | -0.7% | 8.1% | -1.5 | -1.2% | -2.1%
C[n+]1ccc(/C=N/Nc2nc(Cl)c(C#N)c(Cl)c2Cl)cc1 | 22.5% | -9.4% | i | -59.2%[inhibitor] | 12.6µM* | ? | -0.2 | 0.9% | -8.0%
C/C(=C/C(=O)NCc1ccccc1)C(=O)O | 5.1% | 19.0% | i | 22.6% | 3.2% | 1.6% | -0.8 | 2.0% | 1.5%
COc1ccc(-c2csc(NC(=O)c3c(C)noc3C)n2)cc1OC | . | . | i | 1.6% | -0.7% | -11.1% | -0.3 | . | -6.8%
Cc1cc(=O)oc2cc(OCC(=O)NCc3cccnc3)ccc12 | . | -45.4% | i | 12.0% | -0.7% | -0.1% | -1.5 | 3.3% | -5.6%
CCOc1cc(/C=C\c2[nH]c(=O)[nH]c(=O)c2[N+](=O)[O-])ccc1OC(C)CC (stereo unspecified) | -24.2% | ? | i | -16.8% | ? | 75.8%[activator] | -2.7 | 1.3% | -27.4%
Cc1ccc(NC(=O)c2cccc(NC(=O)N3CCSc4ncccc43)c2)cc1F | 2.1% | 8.2% | . | -7.6% | -1.1% | -24.2% | . | . | -3.6%
Cc1ccccc1NC(=O)NC1(C(=O)N2CCN(C)CC2)CCCCC1 | -2.5% | -9.7% | i | 8.3% | -0.9% | 17.1% | -26.4 | -1.1% | -0.7%
O=C(CCc1ccccc1)NCc1ccc2c(c1)CCN2C(=O)c1ccc(Cl)cc1 | -9.6% | . | . | -2.6% | 0.3% | -3.8% | . | . | -1.3%
O=[N+]([O-])c1cccc(/C=N/NC2=NCCCCC2)c1 | 2.4% | 37.5% | i | -12.2% | 4.6% | 0.3% | 0.4 | 1.6% | 0.2%
O=C(COC(=O)Cc1ccsc1)Nc1ccc(Cl)cn1 | -5.6% | -6.7% | i | -17.9% | 0.0% | 0.0% | -0.3 | 0.8% | 0.5%
Cc1ccc(Nc2nc(N)c3ccccc3n2)cc1Cl | ? | ? | i | -51.8%[inhibitor] | -0.1% | ? | 1.2 | 1.3% | -77.9%
Cc1nc2ccc(Cl)cc2[nH]1 | 7.8% | -1.2% | i | -10.7% | 0.2% | -3.2% | -1.5 | . | -2.0%
COc1cccc(C(=O)NCC(=O)N/N=C/c2cccs2)c1 | -0.2% | -7.3% | i | 16.9% | 3.0% | 0.0% | -0.4 | 0.2% | 1.1%
COc1ccccc1OCC(=O)NCc1n[nH]c(=O)c2ccccc12 | 0.6% | -2.7% | i | -5.1% | 2.5% | -19.7% | -1.1 | -2.0% | -9.7%
Cc1ncc([N+](=O)[O-])n1CC(=O)Nc1ccc(OC(F)(F)Cl)cc1 | -1.4% | ? | i | -1.2% | -0.4% | -14.3% | -8.4 | 1.4% | 2.2%
CSc1ccc(/C=C(/Sc2nnc(-c3ccccc3)o2)C(=O)O)cc1 | -13.6% | -17.2% | i | 18.8% | -0.4% | ? | 1.1 | 3.6% | -42.5%
COc1ccccc1CNC(=O)C(C)Sc1ccc(C)cc1 (stereo unspecified) | 14.2% | -18.9% | i | 10.8% | 0.3% | 2.0% | -1.3 | 0.7% | -8.6%
Cc1nn(C)c(C(=O)NNC(=S)NCC(C)C)c1Cl | 2.4% | -8.9% | i | 2.7% | -0.2% | -2.1% | 0.1 | -1.8% | 12.9%

As a short view, part of the list above:
SMILES | A549 tox | Nrf2 block | pAkt inh | Abeta rescue | Nrf2 ARE act | TGFb SMAD3 inh | CCT chaperon mod | MmCpn inh | HepG2 tox
CSc1ccc(/C=C(/Sc2nnc(-c3ccccc3)o2)C(=O)O)cc1 | -13.6% | -17.2% | i | 18.8% | -0.4% | ? | 1.1 | 3.6% | -42.5%
COc1ccccc1CNC(=O)C(C)Sc1ccc(C)cc1 (stereo unspecified) | 14.2% | -18.9% | i | 10.8% | 0.3% | 2.0% | -1.3 | 0.7% | -8.6%

(further entries)
SMILES | A549 tox | Nrf2 block | pAkt inh | Abeta rescue | Nrf2 ARE act | TGFb SMAD3 inh | CCT chaperon mod | MmCpn inh | HepG2 tox
CC12CCC(=O)N1C(C(=O)NCCc1ccc(F)cc1)CS2 (stereo unspecified) | -5.8% | 0.2% | i | 17.9% | 0.4% | 5.7% | -3.5 | . | 13.9%
CC(=O)c1cccc(NC(=O)CSc2nc3ccccc3c(=O)n2CCCN2CCOCC2)c1 | -13.2% | -5.8% | i | 4.6% | 0.0% | 22.2% | -3.7 | 4.4% | -19.2%
CC(=O)Nc1c(Cl)cnn(-c2ccccc2)c1=O | ? | ? | i | 8.7% | 2.5% | 23.0% | -0.2 | . | -4.4%
O=C1OC(c2ccccc2)=C/C1=C/N1CCCCC1 | -7.0% | 3.4% | i | -11.5% | 4.9% | 15.3% | -0.1 | -1.2% | -16.1%
Nc1nonc1C(=O)N/N=C/c1cc2c(cc1Br)OCO2 | 1.3% | 3.0% | i | 5.1% | 2.5% | ? | -31.1* | -0.3% | -8.0%
COc1cccc(C(=O)NCC(c2ccco2)N2CCOCC2)c1 (stereo unspecified) | -7.6% | 10.7% | i | 9.7% | -0.3% | -3.4% | 1.4 | 0.4% | 0.7%
Cn1c(=O)c2c(nc(SCC(=O)Nc3ccccc3)n2Cc2ccccc2F)n(C)c1=O | -9.8% | 6.7% | . | 7.9% | -1.0% | -0.6% | . | . | 7.2%
O=C(CSc1nnc(NC(=O)C2CC2)s1)Nc1ccccc1Cl | 1.6% | 1.5% | i | -5.2% | -0.6% | 13.5% | -1.1 | 0.6% | -32.4%
COc1ccccc1CN(C)C[C@@H]1OCc2cnnn2CCCC(=O)N([C@H](C)CO)C[C@H]1C | . | . | i | -2.9% | -0.1% | -4.9% | -1.6 | . | 8.8%
CN(C(=O)COC(=O)CCc1c[nH]c2ccccc12)C(c1ccccc1)c1ccccc1 | 8.6% | 0.7% | i | 1.4% | 0.2% | -3.3% | 1.2 | 0.1% | 6.7%
COc1cc(C2C(C#N)=C(N)N(N(C)C)C3=C2C(=O)CC(C)(C)C3)ccc1O (stereo unspecified) | -3.1% | -2.2% | i | 7.1% | -0.9% | -2.0% | -4.7 | 1.7% | -1.5%
CCOC(=O)/C(=N\Nc1cc(Cl)ccc1Cl)N1CCN(CC)CC1 | -4.0% | 11.3% | i | -27.8% | 1.6% | -29.1% | -0.8 | 0.1% | -25.9%
Cc1cc(C)nc(SC(C)C(=O)Nc2ccc(S(N)(=O)=O)cc2)n1 (stereo unspecified) | . | 11.3% | i | 3.1% | 0.3% | 0.0% | -0.8 | 0.2% | 4.3%
Cc1cc(NC(=O)c2cc(-c3ccccc3C)nc3ccccc23)no1 | 0.7% | 2.7% | i | 9.9% | 2.6% | -3.2% | 0.8 | -4.8% | 1.2%
COC(=O)[C@H](Cc1ccccc1)NC(=O)Cn1cnc2c(NCc3ccccc3)ncnc21 | 6.3% | -27.2% | i | -16.3% | 0.3% | -2.9% | -1.6 | 0.0% | -29.9%
CCCCc1cc(=O)oc2cc(C)cc(OC(C)C(=O)NCc3ccncc3)c12 (stereo unspecified) | -8.2% | -22.7% | i | -2.3% | 3.0% | -16.4% | 1.6 | -0.4% | -25.1%
COc1cc([N+](=O)[O-])ccc1NC(=O)CCCOc1cc(C)ccc1C | -4.6% | 2.3% | i | 6.4% | -0.1% | 0.0% | -2.9 | -0.9% | 5.2%
CCCCCn1c(CN2CCN(C)CC2)nc2c1c(=O)n(C)c(=O)n2C | -2.3% | -9.5% | i | -9.3% | 0.1% | 0.8% | -2.5 | 1.0% | -16.4%
COc1cccc(CN(C)C(=O)c2ccc(Oc3ccccc3)cc2)c1OC | -1.5% | ? | i | -7.9% | 1.0% | ? | -0.5 | 1.1% | -8.3%
O=C(O)c1ccc(N2C(=O)CC(N3CCN(c4ccc(Cl)cc4)CC3)C2=O)cc1 (stereo unspecified) | 2.0% | -1.7% | i | 4.6% | -0.7% | -13.2% | -0.7 | 0.1% | -29.2%

As entered above:
`COc1cc([N+](=O)[O-])ccc1NC(=O)CCCOc1cc(C)ccc1C` – Abeta rescue = 6.4%
`CCCCCn1c(CN2CCN(C)CC2)nc2c1c(=O)n(C)c(=O)n2C` – MmCpn inh = 1.0%
`Cc1cc(NC(=O)c2cc(-c3ccccc3C)nc3ccccc23)no1` – A549 tox = 0.7%

Source: PubChem
